Screening results from PubChem BioAssay.
Kir21 block = inhibitors of mouse Kir2.1 inward-rectifier potassium channel. Inward rectifier potassium channel 2 (Mus musculus), P35561. HEK293-Kir2.1, FluxOR thallium flux fluorescence; hits give low values. B-score at 10 µM. 0.85% of 310,000 active. AID 1672, 2009;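 active = fluorescence ratio B-score at or below minus 3 SD of library scores, with starting-brightness B-score within 2 SD, cut at about -4.2 in these data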;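 also: channel flux triggered by added potassium and thallium sulfate stimulus; B-score of peak minus minimum fluorescence over baseline after thallium stimulus; more negative B-score means stronger Kir2.1 block with less thallium influx; some compounds called inactive have numbers as strong as hits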
Target sequence (P35561 whole entry, looked up): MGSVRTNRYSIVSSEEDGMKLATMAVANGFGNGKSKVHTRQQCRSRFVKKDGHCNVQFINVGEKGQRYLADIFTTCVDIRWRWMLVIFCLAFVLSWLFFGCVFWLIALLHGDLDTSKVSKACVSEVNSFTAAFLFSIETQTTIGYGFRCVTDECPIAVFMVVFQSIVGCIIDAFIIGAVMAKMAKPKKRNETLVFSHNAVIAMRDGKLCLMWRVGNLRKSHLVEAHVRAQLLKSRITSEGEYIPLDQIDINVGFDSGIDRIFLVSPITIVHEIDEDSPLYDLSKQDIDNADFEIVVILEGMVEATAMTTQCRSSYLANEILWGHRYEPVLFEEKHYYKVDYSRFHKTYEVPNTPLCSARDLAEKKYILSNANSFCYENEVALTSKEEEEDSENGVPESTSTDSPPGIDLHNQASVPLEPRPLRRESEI
CHT inh = inhibitors of human choline transporter CHT. High affinity choline transporter 1 (Homo sapiens), Q9GZV3. CHT-expressing cells, membrane potential dye, choline response; hits give low values. B-score at 10 µM. 0.86% of 310,000 active. AID 488975, 2010;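 active = B-score over 3 SD under the library average, and starting fluorescence ratio not unusually high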;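 also: choline stimulus applied at its EC90 after an EC20 pre-addition; B-score computed on integrated fluorescence ratio after choline addition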
Target sequence (Q9GZV3 whole entry, looked up): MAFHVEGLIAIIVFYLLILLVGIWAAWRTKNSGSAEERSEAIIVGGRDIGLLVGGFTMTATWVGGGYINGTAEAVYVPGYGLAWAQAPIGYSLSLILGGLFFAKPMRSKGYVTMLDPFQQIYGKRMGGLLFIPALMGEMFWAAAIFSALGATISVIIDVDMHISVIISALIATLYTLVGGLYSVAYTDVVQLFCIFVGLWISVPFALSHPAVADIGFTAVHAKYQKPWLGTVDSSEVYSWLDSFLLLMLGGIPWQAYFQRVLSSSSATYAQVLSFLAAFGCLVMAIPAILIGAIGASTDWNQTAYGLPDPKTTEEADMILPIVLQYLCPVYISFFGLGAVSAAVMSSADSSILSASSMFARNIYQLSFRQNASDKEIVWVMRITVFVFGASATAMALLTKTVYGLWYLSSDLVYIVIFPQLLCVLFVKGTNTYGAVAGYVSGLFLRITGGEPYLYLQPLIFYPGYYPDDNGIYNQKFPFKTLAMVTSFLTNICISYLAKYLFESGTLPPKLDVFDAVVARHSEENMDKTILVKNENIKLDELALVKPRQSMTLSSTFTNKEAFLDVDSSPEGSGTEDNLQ
Active calls of the source: *; i = inactive; · = not tested or not shown. This is a random part of the collection; about 1.6% have a hit in one of these screens.

Kir21 block,CHT inh,Structure
-1.52,i,CCOC(=O)c1cccc(NC(=O)CCc2nnc3ccc(N4CCCCC4)nn23)c1
-1.06,i,CC(C)COc1cccc(-c2cc(C(=O)N/N=C/c3ccncc3)c3ccccc3n2)c1
-0.9,i,O=C(CN1CCN(S(=O)(=O)c2ccc(Br)cc2)CC1)Nc1ccc(F)cc1F
-0.09,i,CCN(Cc1ccccc1)C(=O)CCS(=O)(=O)c1ccc2c(c1)n(C)c(=O)c(=O)n2C
0.09,i,COCCN(C(=O)CSc1nnc(-c2cccs2)n1N)c1c(N)n(Cc2ccccc2)c(=O)[nH]c1=O
-0.05,i,CC(=O)[C@H]1[C@@H]2C(=O)N(c3cccc(Cl)c3)C(=O)[C@@H]2[C@H]2c3ccccc3C=CN21
0.82,i,C=CCOc1cccc(C(=O)N2CCC(CCC(=O)NC3CC3)CC2)c1
1.3,i,Cn1cc([N+](=O)[O-])cc1-c1nc2ccccc2n1C
-0.86,i,Cc1cccc(NC2=C(NC(=O)c3ccccc3)C(=O)c3ccccc3C2=O)c1
·,i,CCOC(=O)[C@H]1[C@H]2COc3ccc(OC)cc3[C@@H]2N2C(=O)c3ccc(Cl)cc3NC(=O)[C@@]12C
1.36,i,CCSc1nnc(NC(=O)c2ccccc2)s1
0.01,i,O=c1[nH]c2ccc(S(=O)(=O)N3CCCCC3)cc2o1
-2.21,i,CC12CCC(C(=O)NC3CCCCC3)([C@H](Br)C1=O)C2(C)C (stereo partly specified)
-0.05,i,O=C(CSc1ccc(C(F)(F)F)cc1[N+](=O)[O-])Nc1ccc2ccccc2c1
-1.16,i,COC(=O)c1ccc(NC(=O)CSC2=NC(=O)C(c3ccccc3)C(=O)N2)cc1 (stereo unspecified)

Part of the list above in another layout.
Molecule	Kir21 block	CHT inh
CCOC(=O)[C@H]1[C@H]2COc3ccc(OC)cc3[C@@H]2N2C(=O)c3ccc(Cl)cc3NC(=O)[C@@]12C	·	i
CCSc1nnc(NC(=O)c2ccccc2)s1	1.36	i
O=c1[nH]c2ccc(S(=O)(=O)N3CCCCC3)cc2o1	0.01	i
CC12CCC(C(=O)NC3CCCCC3)([C@H](Br)C1=O)C2(C)C (stereo partly specified)	-2.21	i
O=C(CSc1ccc(C(F)(F)F)cc1[N+](=O)[O-])Nc1ccc2ccccc2c1	-0.05	i
COC(=O)c1ccc(NC(=O)CSC2=NC(=O)C(c3ccccc3)C(=O)N2)cc1 (stereo unspecified)	-1.16	i

More structures
Kir21 block,CHT inh,Structure
-1.65,i,Cc1sc(NC(=O)C(C)C)c(C(=O)Nc2ccccc2)c1C
0.42,i,O=C(O)c1cccc(Nc2ncnc3ccccc23)c1
0.53,i,N#CCn1c(C2CCCCC2)nc2ccccc2c1=O
1.42,i,CCc1nn(CC(=O)N(C)C2CCCCC2)c(=O)c2cc3cc(C)ccc3n12
0.69,i,C=CCN(CC=C)CCOc1ccccc1F
0.1,i,NC(=O)C1CCN(C(=O)NC2CC(=O)N(c3ccc4c(c3)OCCO4)C2)CC1 (stereo unspecified)
0.19,i,CCOc1ccc(-c2csc(NC(=O)CSC3=NC(=O)CN3C(C)=O)n2)c2ccccc12
-1.57,i,CCOC(=O)C1(Cc2cccc(Cl)c2)CCCN(C(=O)c2cc(C)on2)C1 (stereo unspecified)
1.32,i,Cc1cc[n+](CC(=O)Nc2ccccc2)cc1
2.28,i,O=C(CN1CCN(Cc2ccc(F)cc2)CC1)Nc1ccccc1F
0.29,i,CC1CC(O)(Cc2ccccc2)C(C)CN1C (stereo unspecified)
-1.62,i,COc1ccccc1C(=O)N1CCN=C1SCc1cccnc1
0.12,i,O=C(CNS(=O)(=O)c1ccccc1)OCc1cccc([N+](=O)[O-])c1
-0.2,i,Cc1cccc[n+]1CC(=O)N1c2ccccc2Sc2ccccc21
-1.29,i,COc1ccc(Cn2c(=O)[nH]c3cc(C(=O)NC4CCN(Cc5ccccc5)CC4)ccc32)cc1
-0.97,i,COc1ccc(N2CC(C(=O)N/N=C/c3ccc([N+](=O)[O-])cc3)CC2=O)cc1 (stereo unspecified)
-1.4,i,CC(=O)c1ccc(OCc2cc(C(=O)N(C)Cc3ccon3)no2)cc1
-8.48*,i,COc1ccccc1CNCC(c1ccccc1)c1ccccc1
-0.66,i,Oc1ccc(C[C@H]2CNCCN2CCC23CC4CC(CC(C4)C2)C3)cc1
-0.72,i,CCCCC(=O)NC(Nc1ccc(C)cn1)(C(=O)OCC)C(F)(F)F (stereo unspecified)
0.4,i,COc1ccc(C(=O)CSc2nnnn2C)c(OC)c1
-0.53,i,COc1ccc(Nc2nc(NCCO)nc(OC)n2)cc1
0.68,i,OCCC1CN(Cc2nc3ccccc3s2)CCN1C1CCCCC1 (stereo unspecified)
-0.53,i,CC1=NNC(=O)C1CCC(=O)N/N=C\c1cccc(Cl)c1 (stereo unspecified)
-4.26*,i,CN1CCCC(OC(=O)c2cc(Cl)cc(Cl)c2)C1 (stereo unspecified)
-1.28,i,CCOc1ccc(C(=O)NCc2cccs2)cc1
-0.83,i,COCCNc1nnc(SCC(=O)c2ccc3c(c2)OCO3)s1
0.08,i,Cc1ccc(NC(=O)CSc2n[nH]c(C)c2[N+](=O)[O-])cc1C
0.47,i,CCOC(=O)Cn1nnnc1CN(Cc1ccc(OC)cc1)Cc1cc2cc(CC)ccc2[nH]c1=O
1.53,i,O=C(/C=C/c1ccccc1)NC(=O)c1ccccc1O
-0.3,i,C#CCOCCOCCOCCNc1nc(N2CCN(C(=O)[C@H](C(C)C)n3cc(CCO)nn3)CC2)nc(N2CCN(C(=O)[C@H]([C@@H](C)CC)n3cc(CCCN=C(N)N)nn3)CC2)n1
0.51,i,CCCCOC(C)n1cc(F)c(=O)[nH]c1=O (stereo unspecified)
1.39,i,Cc1c(C(=O)NCCc2ccc3c(c2)OCCO3)oc2ccccc12
0.03,·,CCCC(=O)Nc1ccc(S(=O)(=O)Nc2cc(OC)ncn2)cc1
-0.02,i,CCS(=O)(=O)Nc1ccc(C2=NN(C(C)=O)C(c3cccs3)C2)cc1 (stereo unspecified)
-0.4,i,CC1CN(C(=O)c2cccs2)CC(C)O1 (stereo unspecified)
1.24,i,Nc1c(C(=O)N2CCCCCC2)oc2ccccc12
0.3,i,CCOC(=O)C1(Cc2ccc(OC)cc2)CCN(C(=O)c2cc(C)on2)CC1
0.25,i,COc1ccc(S(=O)(=O)Nc2ccc3oc(C)c(C(=O)O)c3c2)cc1
-0.52,i,COc1cccc(C(=O)c2c(C)c(CCC#N)n3ccccc23)c1OC
-0.29,i,Cc1ccc(NS(=O)(=O)c2cccc(C(=O)Nc3cc(C)on3)c2)cc1
-0.04,i,CCOC(=O)c1cc(-c2cccs2)nc2c1c(C)nn2-c1ccccn1
1.03,i,C=CCn1c(SCC(=O)Nc2cc(C)on2)nc2sc(C)c(C)c2c1=O
0.85,i,CCC(=O)N1CCC2(CC1)Oc1ccc(Cl)cc1C(=O)C21CC(c2cccnc2)=NO1 (stereo unspecified)
-0.25,i,COc1ccc(S(=O)(=O)N2CCOC2CNC(=O)C(=O)NCCCN2CCOCC2)cc1C (stereo unspecified)
0.45,i,C#CCSc1nnnn1-c1cccc(Cl)c1
0.5,i,CCCc1cc(=O)[nH]c(SCC(=O)N2CCN(S(=O)(=O)c3ccc(C)cc3)C2)n1
0.66,i,O=c1[nH]c(SCc2ccc(F)cc2)nc2c1cnn2-c1ccc(F)cc1
-0.37,i,O=c1c(=O)n(O)c2ccccc2n1O
-0.38,i,O=C(NCc1ccc(F)cc1)C1CCN(S(=O)(=O)N2CCCC2)CC1
-1.36,i,S=c1[nH]nc(C2CCCCC2)n1/N=C/c1ccccc1Cl
-1.34,i,CCCC(=O)C1=C(SCC)CC(C)(C)C(C(=O)OC)C1=O (stereo unspecified)
2.68,i,CC(=O)Nc1ccc(S(=O)(=O)n2cnc3ccccc32)cc1
-2.63,i,Nc1ccc(C(=O)N/N=C/c2cn(Cc3ccc(F)cc3)c3ccccc23)cc1
0.08,i,CC(NC(=O)C1CCN(S(=O)(=O)c2cccc3nonc23)CC1)c1ccccc1 (stereo unspecified)
-0.01,i,Cc1cccc(NC(=O)CSc2nc(COc3ccccc3)nc3ccccc23)c1C
-0.86,i,COc1ccc(C(C)=O)cc1CSCc1cc(C(C)=O)ccc1OC
1.91,i,Cc1cc(C)nc(N/C(=N\S(=O)(=O)Cc2ccccc2)Nc2ccccc2Br)n1
-1.75,i,CN(C)C(CNC(C(=O)Nc1ccc(F)cc1)c1ccccc1)c1ccccc1 (stereo unspecified)
1.44,i,CC(C)C/C(O)=C/c1nc2cc(Cl)ccc2oc1=O

3 entries out of the list, ordered by SMILES length, rising.
Kir21 block,CHT inh,Structure
-1.36,i,S=c1[nH]nc(C2CCCCC2)n1/N=C/c1ccccc1Cl
1.91,i,Cc1cc(C)nc(N/C(=N\S(=O)(=O)Cc2ccccc2)Nc2ccccc2Br)n1
0.5,i,CCCc1cc(=O)[nH]c(SCC(=O)N2CCN(S(=O)(=O)c3ccc(C)cc3)C2)n1

Pulled by structure from the entries so far (3):
Kir21 block,CHT inh,Structure
0.5,i,CCCc1cc(=O)[nH]c(SCC(=O)N2CCN(S(=O)(=O)c3ccc(C)cc3)C2)n1
-4.26*,i,CN1CCCC(OC(=O)c2cc(Cl)cc(Cl)c2)C1 (stereo unspecified)
-0.05,i,CC(=O)[C@H]1[C@@H]2C(=O)N(c3cccc(Cl)c3)C(=O)[C@@H]2[C@H]2c3ccccc3C=CN21

Continued.
Kir21 block,CHT inh,Structure
0.64,i,Cc1ccc(NC(=O)COc2cccc(C)c2C)cc1S(=O)(=O)N1CCCCCC1
0.08,i,O=C(OCC(=O)N1CCN(c2ccccc2)CC1)c1ccc[n+]([O-])c1
0.98,i,COc1ccc(CCNC(=O)c2ccccc2NC(=O)C2=C(C)OCCS2)cc1OC
-0.33,i,COc1ccc(C(CC(=O)O)NC(=O)c2cc3cc(Br)ccc3oc2=O)cc1OC (stereo unspecified)
1.11,i,Cc1ncoc1C(=O)Nc1nccs1
0.93,i,CN(c1ccccc1)S(=O)(=O)c1ccc(C(=O)Nc2nnc(C3=COCCO3)o2)cc1
-0.19,i,CCOC(=O)c1cnc(SCC(=O)N2CCOCC2)nc1N
-0.49,i,COc1ccc(CN(Cc2ccccn2)C(=O)CN2C(=O)COc3ccccc32)cc1
2.96,·,CCOc1nc(C#N)nc(N2CCCCC2)n1
-3.12,-5.03*,COc1ccc(-c2ccc(-c3noc(-c4ccccc4OC)n3)c(OC)n2)cc1
-0.38,i,CCCOc1ccc(CNC(=O)C2CCN(c3nnc(N4CCCC4=O)s3)CC2)cc1
-0.07,i,O=c1c(Cc2ccccc2)c(O)ccn1Cc1ccco1
0.55,i,Cc1ccc(S(=O)(=O)N2CCC(C(=O)NNC(=O)c3ccc(F)cc3)CC2)cc1
-1.36,i,COc1ccc(Cn2nnnc2CN2CCc3ccccc3C2)cc1
·,-5.1*,CCOc1[nH]c(/N=C/c2ccco2)c(C#N)c1C#N
-3.03,i,c1ccc(CC(Nc2ccccn2)c2ccccc2)cc1 (stereo unspecified)
1.05,i,Cc1ccccc1N(CC(=O)N1CCN(c2ccccc2)CC1)S(C)(=O)=O
-0.68,i,CCOc1cccc(CN2CCCC(C(=O)c3cc(Cl)ccc3OC)C2)c1O (stereo unspecified)
0.86,i,COc1ccccc1C(=O)Nc1cc(Cl)ccc1-n1cncn1
1.46,i,O=c1c2ccccc2[nH]c(=S)n1CCN1CCc2ccccc2C1
-2.85,i,CC1=CC(C)(C)N(C(=O)CSc2nnc(N)s2)c2ccccc21
-0.04,i,COc1ccc(CN(C)C(=O)CNC(=O)CNC(=O)c2ccc(Cl)cc2Cl)cc1F
-1.84,i,CCN(CC)c1ccc(C(=O)NNC(=O)CCc2nc3ccccc3c(=O)[nH]2)cc1
1.66,i,O=C(Cn1cnc([N+](=O)[O-])c1)NC1CCCC1
·,i,COc1ccccc1C1=Nn2c(nnc2C2CCCCC2)SC1
0.7,i,O=C(Nc1ccc(C(=O)Oc2ccccc2)c(O)c1)c1ccccc1
0.77,i,CC(C)C(=O)Nc1ccc(C(=O)Nc2ccc(Br)cc2F)cc1
·,i,CC(=O)Nc1ccc(Oc2cc(C#N)c(C#N)cc2N2CCCCCC2)cc1
-1,i,O=C(O)c1cccc(-c2ccc(/C=N/n3cnc4sc5c(c4c3=O)CCCC5)o2)c1
-0.19,i,O=C(CNC(=O)c1ccc(Br)cc1)c1ccccc1
-1.88,i,O=C(Cn1cc(C(F)(F)F)ccc1=O)N1CCN(S(=O)(=O)c2ccccc2)CC1
-0.03,i,CC1(C)CC(NC(=O)COc2ccc(Br)cc2Cl)CC(C)(C)N1
-0.02,i,CN1CCN(C(=O)CCC(=O)c2ccc(F)cc2)CC1
2.58,i,COc1ccc(S(=O)(=O)N2CCCC(C(=O)Nc3ccc4c(c3)OCCO4)C2)cc1 (stereo unspecified)
0.1,i,O=C(CN1CCOCC1)Nc1ccc(Cl)cn1
0.24,i,CC1=CCC2C(=O)N(c3ccc(N4CCOCC4)cc3)C(=O)C2C1 (stereo unspecified)
0.51,i,COc1cc(OC)cc(C(=O)Nc2ccc3c(c2)CCCN3C(=O)c2cccs2)c1
-0.05,i,Cc1cc(C)c(C#N)c(SCC(=O)Nc2nonc2N)n1
0.95,i,O=C(CCOc1ccccc1)Nc1ccc([N+](=O)[O-])cc1
-0.76,i,Cc1ccccc1S(=O)Cc1ccc(C(=O)NCCCN2CCCCC2)o1 (stereo unspecified)
0.11,i,COc1ccc(NC(=O)c2ccc(-n3cnnn3)cc2)c([N+](=O)[O-])c1
0,i,CC1CC(NC(=O)c2ncn[nH]2)CC(C)(C)C1 (stereo unspecified)
-0.61,i,COC(=O)Cn1c(=O)c2c(nc(Br)n2Cc2ccccc2Cl)n(C)c1=O
